Sm TGR block: S. mansoni TGR enzyme inhibition; Q962Y6; purified TGR, DTNB reduction, TNB absorbance 405 nm; Potency, µM (titrated, usually from 114 µM), for the others: at the highest dose activity change, negative = inhibition, usual class: inhibitors; 3% of 360,000 active; also: potency is read from the fitted curve at half-maximal effect; nearly all actives have a fitted effect of over 60% in size
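Kinetic colorimetric format: TGR-catalysed, NADPH-driven DTNB reduction monitored via TNB absorbance. Enzyme dispensed at 20 nM; compound exposure 15 min at room temperature before reaction start.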
AmpC inh detg: AmpC beta-lactamase inhibition with detergent present. P00811. AmpC hydrolysis of nitrocefin, absorbance 480 nm, 0.01% Triton. Potency, µM (highest dose often 114 µM), for inactives: at the top dose activity change, negative = inhibition, most hits filed as inhibitors. 0.041% of 370,000 active. AID 485294;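 also: potency is read from the fitted curve at half-maximal effect; 0% = no-compound wells and -100% = no-enzyme wells; nearly all actives have a fitted effect of over 25% in size; some results filed as inactive show a strong effect at the top dose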
Target sequence (P00811 whole entry, looked up): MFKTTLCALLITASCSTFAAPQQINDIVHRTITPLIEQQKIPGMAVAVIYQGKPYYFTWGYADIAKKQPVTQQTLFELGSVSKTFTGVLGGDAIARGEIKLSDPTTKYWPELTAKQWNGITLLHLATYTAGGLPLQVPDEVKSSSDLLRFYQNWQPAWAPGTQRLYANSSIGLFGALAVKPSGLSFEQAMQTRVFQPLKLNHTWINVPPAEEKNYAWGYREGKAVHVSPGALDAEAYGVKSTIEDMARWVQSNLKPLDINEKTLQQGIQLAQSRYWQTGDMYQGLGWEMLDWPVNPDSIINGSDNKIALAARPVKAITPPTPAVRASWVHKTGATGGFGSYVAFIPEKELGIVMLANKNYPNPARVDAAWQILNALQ
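AmpC (5.3 nM in the dispensed reagent) in 20 mM phosphate pH 7.0 with 0.01% (detergent screen) or 0.0001% Triton X-100 was preincubated with compounds for 15 min at room temperature. Nitrocefin was then added from an 800 uM solution, and hydrolysis was followed at 480 nm.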
AMA1 RON2 block: inhibitors of Plasmodium falciparum AMA1-RON2 interaction; Potency, µM (doses to about 58.2 µM), for inactives: top-dose activity change, negative = inhibition, actives largely listed as inhibitors; AID 720542; 0.2% of 360,000 active; AlphaScreen AMA1-biotinylated RON2 peptide binding;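 also: potency is read from the fitted curve at half-maximal effect; 0% = vehicle wells and -100% = peptide control; nearly all actives have a fitted effect of over 45% in size; some results filed as inactive show a strong effect at the top dose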
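AMA1 (3D7) with his tag at 25 nM final met compounds first, then biotinylated RON2 peptide at 25 nM; detection used donor plus acceptor beads, 10 µg/mL apiece, read by AlphaScreen after 30 min at room temperature.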
FBPA Giardia inh: blocks Giardia fructose-bisphosphate aldolase activity; A8B2U2; purified Giardia FBPA; Potency, µM (top dose mostly 59.6 µM), for inactives: top-dose activity, negative = inhibition, hits mostly inhibitors; 0.71% of 290,000 active; also: potency is read from the fitted curve at half-maximal effect; nearly all actives have a fitted effect of over 55% in size
Target sequence (A8B2U2 whole entry, looked up): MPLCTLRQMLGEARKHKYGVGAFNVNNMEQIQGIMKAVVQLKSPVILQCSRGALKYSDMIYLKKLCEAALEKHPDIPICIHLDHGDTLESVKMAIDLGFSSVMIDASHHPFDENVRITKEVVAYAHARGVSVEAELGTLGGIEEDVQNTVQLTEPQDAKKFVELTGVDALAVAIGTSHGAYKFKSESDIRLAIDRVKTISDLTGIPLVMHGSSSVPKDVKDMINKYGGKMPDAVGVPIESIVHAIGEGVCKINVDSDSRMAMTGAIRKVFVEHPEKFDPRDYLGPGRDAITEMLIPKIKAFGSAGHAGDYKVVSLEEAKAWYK
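Giardia FBPA (40 nM reagent) was preincubated 10 min at RT with compound (up to 57.5 uM final), then substrate plus GAPDH/TPI/NAD/arsenate coupling system with diaphorase/resazurin was added; resorufin fluorescence (525/598 nm) was read after 20 min.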
HCMV antiviral: inhibitors of human cytomegalovirus. HFF cells, HCMV-luciferase reporter, 72 h; hits give low values. 4.5% of 410,000 active. activity change, negative = inhibition, % at 57.5 µM; in the data active = activity change below about -60%; inconclusive = no clear call, values can overlap the other calls; inactive = above about -39%
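Human foreskin fibroblasts infected with luciferase-reporter HCMV at MOI 1 PFU/cell, compounds at two doses. Luciferase measured 72 h post infection; normalized to buffer-only basal and Salinomycin (10uM) controls.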
HCV inh: inhibitors of hepatitis C virus infection; Huh7.5.1 HCVcc-Cre infection, luciferase reporter, 44 h; Potency, µM (titrated, usually from 41.8 µM), without a hit: top-dose activity change, negative = inhibition, usual class: inhibitors; 3.4% of 340,000 active; AID 651820; also: potency is read from the fitted curve at half-maximal effect
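A cell-based infection assay in which seeded cells (1,000 per well) receive test compound after 4 h, are inoculated with HCVcc-Cre at approximately 0.5 moi, and are incubated 44 h before luminescence detection.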
* marks the source's active call; other numbers are inactive results; u = inconclusive; x = no result given; & = joins results of further samples; [ ] = remark or other dose. Unless noted, calls follow the shape of the dose curve; as a rule, active = well fitted curve in the direction sought with a large enough effect; inconclusive = small, poorly fitted or top-dose-only effect, or another doubt; inactive = no such curve, though single readings can be large; an effect the other way counts as inactive or inconclusive. Unless noted, % is scaled to controls: 0 for no effect and ±100 for the full control effect.

SMILES	Sm TGR block	AmpC inh detg	AMA1 RON2 block	FBPA Giardia inh	HCMV antiviral	HCV inh
Cc1ccc(N=Nc2c(C)[nH]n(C(N)=S)c2=O)cc1	-2%	-13%	71%[activator]	-1%	22	2.8µM*
O=C(CSc1nncn1-c1ccccc1)Nc1ccc(N2CCOCC2)cc1	2%	-5%	0%	-1%	-25	7%
CCCc1cc(=O)n2nc(N3CCC(C(=O)NCc4ccc(C)o4)CC3)sc2n1	-22%	u	5%	x	-6	-4%
O=C(O)c1cc(S(=O)(=O)NCC2CCCO2)ccc1Cl (configuration not stated)	5%	-15%	1%	3%	-3	21%
Cn1c(CSc2ncccn2)nnc1SCC(=O)N1CCCC1	x	1%	17%	0%	59	-2%
CC1CCc2sc(C(=O)Nc3ccc(N4CCOCC4)cc3)cc2C1 (configuration not stated)	-3%	5%	-30%	0%	-31	u
CCc1nnc(NC(=O)CSc2nnnn2-c2cccc(C(C)=O)c2)s1	x	3%	8%	1%	-12	-10%
CC(=O)N/C(=C\c1ccc(F)cc1)C(=O)OCc1ccccc1	1%	-2%	43%[activator]	4%	49	18%
O=C(Nc1ccccc1)C1CC2CCCC(C1)C2=O (configuration not stated)	7%	1%	5%	-2%	-29	18%
CC(=O)c1ccc(N2CC(C)(C)C2=O)cc1	76%[activator]	-3%	3%	5%	-4	22%
O=c1[nH]c(=S)[nH]c2c1C(c1ccc(Br)cc1)c1c([nH]c(=S)[nH]c1=O)O2	u	u	35µM*	1%	-28	15%
Cc1ccc(N2CCN(c3cc(C)nc4c5c(C)cc(C)nc5nn34)CC2)cc1	0%	-9%	x	8%	x	x
C=CCn1c(-c2ccccc2)nc2nc3ccccc3nc21	-3%	-5%	1%	-4%	31	1%
Cc1ccc(C(=O)NNC(=O)Cn2ccc(C(F)(F)F)n2)o1	-4%	6%	49%[activator]	x	-35	6%
O=C1CCCc2cc(S(=O)(=O)N3CCCC(C(=O)Nc4ccc(F)c(Cl)c4)C3)ccc2N1 (configuration not stated)	-2%	0%	x	x	-40	x
NNC(=O)c1ccc(COc2cccc3cccnc23)cc1	0%	0%	4%	0%	-14	-1%
CN(C)c1ccc(NC(=O)CSC2=Nc3ccccc3C3=NC(CC(=O)NCc4ccccc4)C(=O)N23)cc1 (configuration not stated)	-1%	11%	x	x	45	x
Cc1csc(NC(=O)C(C)Oc2ccc(Br)cc2)n1 (configuration not stated)	3%	-11%	-7%	x	5	u
CCOc1ccc(CNCCc2ccc3c(c2)OCO3)cc1	4%	-1%	-4%	-23%	23	0%
CCOC(=O)C1(Cc2ccc(Cl)cc2)CCN(C(C)CCn2cccn2)CC1 (configuration not stated)	8%	-2%	-15%	0%	u	u
Cc1ccccc1NS(=O)(=O)c1ccc(N2CCCC2=O)cc1	11%	u	-3%	-1%	-35	u
O=C(NNS(=O)(=O)c1ccc(F)cc1)c1ccccc1	-1%	-5%	-4%	-4%	0	11%
C=CCOC(=O)C1=C(C)NC(=O)NC1c1ccc(O)cc1 (configuration not stated)	5%	u	36%[activator]	10%	-16	10%
COc1ccc(Nc2ncnc3ccc([N+](=O)[O-])cc23)c(OC)c1	-3%	3%	3%	0%	u	u
COc1ccccc1CNC(=O)CCS(=O)(=O)c1ccc2c(c1)CCN2C(C)=O	-15%&-17%	0%&1%	-3%	-2%	14&8	10%
O=C(CSc1nnc2scc(-c3ccccc3)n12)N1CCCc2ccccc21	-10%	u	-3%	-1%	4	-9%
COc1ccc(CCNC(=O)c2ccc3c(c2)N(Cc2cc(C)ccc2C)C(=O)c2ccccc2S3=O)cc1OC (configuration not stated)	10%	4%	x	x	-11	x
CCC(C)C1NC(=S)N(Cc2ccccc2)C1=O (configuration not stated)	10%	-10%	51%[activator]	3%	8	-24%
COc1ccccc1NC(=O)C1=C(C)NC(=O)NC1c1ccccc1F (configuration not stated)	0%	u	-9%	-6%	-14	7%
CCCCC#Cc1ccc(C(=O)NNC(=O)Nc2cc(Cl)cc(Cl)c2)o1	3%	5%	125%[activator]	-5%	3	0%
CCCn1c(SCC(=O)Nc2cccc(Cl)c2Cl)n[nH]c1=O	3%	u	16%	0%	-32	25%
COc1cc(NS(C)(=O)=O)ccc1Nc1c2ccccc2nc2ccccc12	-19%	-2%	6%	-5%	-97*	0.89µM*
O=C(Nc1cccc(F)c1)/C(=C/c1ccco1)NC(=O)c1ccco1	45µM*	4%	13%	x	-36	-3%
CC(=O)N1CCC2(CC1)C(C#N)=C(N)Oc1n[nH]c(C(F)(F)F)c12	28µM*	0%	0%	-5%	-16	31%[activator]
COC(C/C=C\C(=O)[C@H](C)OCc1ccccc1)OC	x	x	0%	x	-3	1%[8.37 µM]
Cc1ccc(C#N)c(SCCN2CCCCC2)n1	-14%	0%	1%	-8%	5	-8%
O=C(Cc1ccccc1)Nc1ccc2oc(-c3ccncc3)nc2c1	-1%	4%	-5%	-7%	-20	-17%
COc1ccc(CCNC(=O)CCc2c(C)c3ccc(O)c(C)c3oc2=O)cc1	2%	14%	x	x	-20	x
O=C(N/N=C/C(Cl)=C/c1ccccc1)c1ccccc1F	8%	3%	-4%	-12%	6	-3%
CSc1cccc(NC(=S)N2CCC(N(C)C3CCCCCC3)CC2)c1	50µM*	1%	-4%	0%	-36	u
Cc1onc(-c2ccccc2)c1C(=O)NC(=S)Nc1sc2c(c1C#N)CCC(C)C2 (configuration not stated)	-20%	-12%	u	15%	-20	u
CCOC(=O)N1CCC(N(CCN(C)C)C(=S)Nc2ccccc2C)CC1	-2%	-12%	-16%	2%	15	9%
C=CCNC(=O)Cn1nc(-c2ccccc2)ccc1=O	0%	-7%	-2%	6%	9	20%
CN(C)S(=O)(=O)N(CC(=O)Nc1ccccc1F)c1ccccc1	0%	-8%	-23%	5%	7	19%&10%
CN(C)CCCN(C(=O)c1ccc(S(=O)(=O)N(C)C2CCCCC2)cc1)c1nc2ccc(F)cc2s1	-12%	0%	-11%	x	-3	-11%
CCOC(=O)c1ccc(NC(=O)Cn2cnc3cc(C)c(C)cc32)cc1	-5%	-1%	3%	6%	-35	3.5µM*
O=C(Nc1nc2ccc(Cl)cc2s1)c1cc(=O)c2ccccc2o1	9%	1%	x	x	9	x
CCOC(=O)c1cc(NC(=O)c2ccc(F)cc2)c(=O)n2c1oc1ccccc12	5%	-1%	x	x	-12	x
CCOc1ccc(OCC)c(S(=O)(=O)n2cnc(C)c2)c1	-22%	u	-1%	-7%	24	-5%
COc1ccc(C2CC(c3ccccc3)=NN2C(=O)COC(=O)C2CC2)cc1 (configuration not stated)	0%	4%	-1%	2%	-19	7%
Cc1ccc(NC(=S)Nc2cccc3ccccc23)cc1F	1%	-9%	97%[activator]	0%	36	-24%
COc1ccccc1NC(=O)Cn1nnc(-c2ccccc2NS(=O)(=O)c2ccccc2)n1	0%	u	-4%	-14%	-67*	u
CCS(=O)(=O)c1nc(S(=O)(=O)c2ccc(Cl)cc2)c(N2CCc3ccccc3C2)s1	u	u	9%	-6%	-73*	-28%
COc1ccc(-c2noc(CCC(=O)N3CCN(c4cccc(C)c4C)CC3)n2)cc1	x	x	-11%	x	-24	-26%
CCOC(=O)N1CCC(NC(=O)C2CCCN(Cc3nc(-c4cccc(C)c4)oc3C)C2)CC1 (configuration not stated)	-1%	-14%	-13%	3%	-73*	u
COc1ccc(NS(=O)(=O)c2ccc(Br)s2)cc1OC	0%	u	9%	-3%	-25	-17%
COc1ccc(/C=N/NC(=O)c2nc(-c3ccccc3)cc(-c3ccccc3)n2)cc1O	-6%	-1%	-11%	-6%	27	u
CCCCNC(=O)C1CCN(C(=O)Nc2ccc(C)cc2)CC1	0%	0%	-9%	13%	-1	-13%
COc1ccc(Cl)cc1NC(=O)CN1CCN(C(=O)N2CCOCC2)CC1	x	x	8%	x	-7	-14%
COc1ccc(Br)cc1/C=N/NC(=O)c1cccc(S(=O)(=O)N2CCOCC2)c1	-2%	-2%	17%	-22%	1	-27%

Three entries already listed, sorted by number of heavy atoms, lowest first:
SMILES	Sm TGR block	AmpC inh detg	AMA1 RON2 block	FBPA Giardia inh	HCMV antiviral	HCV inh
Cc1ccc(NC(=S)Nc2cccc3ccccc23)cc1F	1%	-9%	97%[activator]	0%	36	-24%
O=C1CCCc2cc(S(=O)(=O)N3CCCC(C(=O)Nc4ccc(F)c(Cl)c4)C3)ccc2N1 (configuration not stated)	-2%	0%	x	x	-40	x
COc1ccccc1NC(=O)Cn1nnc(-c2ccccc2NS(=O)(=O)c2ccccc2)n1	0%	u	-4%	-14%	-67*	u

The results go on:
SMILES	Sm TGR block	AmpC inh detg	AMA1 RON2 block	FBPA Giardia inh	HCMV antiviral	HCV inh
COc1cc2nc(NCCCN3CCN(C)CC3)n3nc(-c4ccccc4)nc3c2cc1OC	-4%	-1%	-9%	-3%	40	u
O=C(c1cccc(C(F)(F)F)c1)N1CCOc2ccccc21	6%	6%	15%	-2%	-1	0%
O=C1c2ccccc2C(=O)N1CCC#Cc1ccc2cc(C3(O)CCCCC3)oc(=O)c2c1	0%	3%	-4%	x	u	-25%
O=C(O)C1CC(=O)N(c2ccc(OCc3ccccc3)cc2)C1 (configuration not stated)	14%	-2%	-13%	10%	13	17%
COc1cc(OC)c(N2CC(C(=O)Nc3cc(Cl)ccc3N3CCOCC3)CC2=O)cc1Cl (configuration not stated)	-2%	-13%	-20%	x	-8	u
NC(=O)NC(=O)COC(=O)CCCc1c[nH]c2ccccc12	-13%	-14%	-5%	-5%	10	16%
CCOC(=O)C(=O)c1csc(NC(=O)CCSc2ccc(C)cc2)n1	-7%	1%	-2%	-21%	-21	7%

A few values from the list:
AMA1 RON2 block, COc1ccc(-c2noc(CCC(=O)N3CCN(c4cccc(C)c4C)CC3)n2)cc1 stands at -11%
HCV inh, Cc1ccc(N=Nc2c(C)[nH]n(C(N)=S)c2=O)cc1 stands at 2.8µM*
AMA1 RON2 block, NC(=O)NC(=O)COC(=O)CCCc1c[nH]c2ccccc12 stands at -5%
FBPA Giardia inh, O=c1[nH]c(=S)[nH]c2c1C(c1ccc(Br)cc1)c1c([nH]c(=S)[nH]c1=O)O2 stands at 1%
FBPA Giardia inh, Cc1ccc(N2CCN(c3cc(C)nc4c5c(C)cc(C)nc5nn34)CC2)cc1 stands at 8%

Limited to HCMV antiviral (4 entries from above):
| structure | HCMV antiviral |
| --- | --- |
| O=C(c1cccc(C(F)(F)F)c1)N1CCOc2ccccc21 | -1 |
| O=C1c2ccccc2C(=O)N1CCC#Cc1ccc2cc(C3(O)CCCCC3)oc(=O)c2c1 | u |
| O=C(O)C1CC(=O)N(c2ccc(OCc3ccccc3)cc2)C1 (configuration not stated) | 13 |
| COc1cc(OC)c(N2CC(C(=O)Nc3cc(Cl)ccc3N3CCOCC3)CC2=O)cc1Cl (configuration not stated) | -8 |

Screening data as filed in PubChem.
